TAAR1 antagonist = human TAAR1 antagonism. Q96RJ0. CHO RD-HGA16 TAAR1, Fluo-8 calcium fluorescence, antagonist. inhibition, % at 3 µM. hit rate 1.5% among 360,000;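 active = inhibition above a per-plate cutoff, the mean inhibition of test compounds on that plate plus 3 SD, cut at about 49% in these data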;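 note: 0% = DMSO plus EC80 beta-PEA response and 100% = DMSO alone without agonist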
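Test system: hTAAR1-expressing CHO RD-HGA16 cells, Gα16-coupled; Probe or stimulus: EC80 β-phenethylamine stimulus; Compound dosing: single nominal final test compound concentration of 3 µM; Timing: 140 s kinetic read after compound, 140 s after agonist; Signal: Fluo-8 calcium-sensitive fluorescence; Measure: % inhibition of agonist calcium response; Controls: DMSO and EC80 PEA controls.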
CHO-K1 Ca ag = counter-screen for M1 agonists: effect in parental CHO-K1 cells; Fluo-8 calcium fluorescence; scaled to maximal ATP response, vehicle zero; activation, % at 3 µM; hit rate 0.48% among 360,000; AID 602248; in the data active = activation above about 15%;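 note: untransfected CHO-K1 host cells lacking M1 receptor as counterscreen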
TAAR1 ag = agonists of human TAAR1; Q96RJ0; CHO RD-HGA16 TAAR1, Fluo-8 calcium fluorescence; vehicle wells 0%, saturating PEA agonist 100%; activation, % at 3 µM; hit rate 0.99% among 360,000; AID 624467;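 active = activation above the mean activation of all test compounds in the run plus 3 SD, cut at about 38% in these data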
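Assay system: CHO-derived RD-HGA16 cells with stable Gα16 and human TAAR1; timing: 17-24 h seeding, 75 min 37 °C dye, 30 min RT; read-out: % activation from peak over basal fluorescence ratio, DMSO-to-PEA scaled; measured by: kinetic Fluo-8 calcium fluorescence; benchmarks: low control DMSO, high control PEA (EC100); doses: 3 µM single concentration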
M1 PAM parental = M1 PAM counterscreen hit in parental CHO-K1 cells. ATP EC20, Fluo-8 calcium fluorescence; 0% at ATP EC20, 100% at ATP max. activation, % at 3 µM. hit rate 0.02% among 360,000;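 active = activation above the run cutoff, the mean activation of all test compounds plus 3 SD, cut at about 40% in these data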;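 note: peak over basal fluorescence ratio in a 140 s read after ATP addition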
V1R ag counter = counter-screen for oxytocin receptor agonists: human V1a receptor agonists. P37288. CHO-V1R cells, Fluo-8 calcium fluorescence, agonist mode; 0% DMSO, 100% 3 nM vasopressin. activation, % at 3 µM. hit rate 0.25% among 320,000;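 active = activation above the mean activation of all tested compounds plus 3 SD, per screening run, cut at about 20% in these data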;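 note: signal is peak over basal fluorescence ratio across a 100 second FLIPR read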
CHO parental Ca = counter-screen for OX1R antagonists: effect in parental CHO cells | parental CHO-K1, ATP-induced calcium, Fluo-8 fluorescence | hit rate 0.63% among 330,000 | inhibition, % at 5.6 µM | AID 463079;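 active = inhibition above that plate's mean sample inhibition plus 3 SD, cut at about 26% in these data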;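 note: 0% = ATP-challenged DMSO wells and 100% = DMSO wells without ATP; some compounds past the cut are filed as inactive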
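Material: parental CHO cells / Compound: single nominal dose of 5.6 µM per compound / Signal: Fluo-8 fluorescence / Replicates: singlicate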
CHO-K1 Ca antag = nonselective inhibitor or artifact in parental CHO-K1 cells; inhibition, % at 3 µM; ATP-induced calcium, Fluo-8 fluorescence; hit rate 0.6% among 360,000;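 active = inhibition above a per-plate cutoff, the plate's mean sample inhibition plus 3 SD, cut at about 24% in these data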;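 note: 0% = DMSO plus EC80 ATP and 100% = DMSO alone without ATP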
M1 ag = activates human CHRM1 receptor; P11229; CHO-K1 hM1, Fluo-8 calcium fluorescence, agonist mode; 0% DMSO, 100% acetylcholine EC100; activation, % at 3 µM; hit rate 0.33% among 360,000;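 active = activation above the run's mean compound activation plus 3 SD, cut at about 16% in these data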;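 note: peak over basal fluorescence ratio within a 140 s kinetic read after compound addition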
Target sequence (P11229 whole entry, looked up): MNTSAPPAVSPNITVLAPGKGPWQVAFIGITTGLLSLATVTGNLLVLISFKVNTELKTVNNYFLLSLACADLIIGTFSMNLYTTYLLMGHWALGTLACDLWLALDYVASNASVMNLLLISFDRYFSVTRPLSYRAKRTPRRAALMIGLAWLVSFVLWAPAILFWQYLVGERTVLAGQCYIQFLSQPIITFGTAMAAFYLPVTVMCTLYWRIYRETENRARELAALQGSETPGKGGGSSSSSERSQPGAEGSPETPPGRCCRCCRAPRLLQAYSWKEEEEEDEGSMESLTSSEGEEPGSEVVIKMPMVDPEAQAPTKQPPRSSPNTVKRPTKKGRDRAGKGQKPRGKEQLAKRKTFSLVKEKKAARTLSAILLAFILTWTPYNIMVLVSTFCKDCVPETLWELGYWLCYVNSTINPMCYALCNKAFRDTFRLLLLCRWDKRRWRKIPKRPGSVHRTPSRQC
OXTR potentiator = potentiates the human oxytocin receptor response. P30559. CHO-OTR cells, Fluo-8 calcium fluorescence, potentiator mode; 0% = oxytocin EC15, 100% = EC100. activation, % at 3 µM. hit rate 0.061% among 320,000;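 active = activation above that plate's cutoff, the mean activation of tested compounds plus 3 SD, cut at about 6.6% in these data, passing the limit was not always enough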;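 note: 100% uses oxytocin at 75 nM as the full agonist control; some results filed as inactive read as strong as hits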
Target sequence (P30559 whole entry, looked up): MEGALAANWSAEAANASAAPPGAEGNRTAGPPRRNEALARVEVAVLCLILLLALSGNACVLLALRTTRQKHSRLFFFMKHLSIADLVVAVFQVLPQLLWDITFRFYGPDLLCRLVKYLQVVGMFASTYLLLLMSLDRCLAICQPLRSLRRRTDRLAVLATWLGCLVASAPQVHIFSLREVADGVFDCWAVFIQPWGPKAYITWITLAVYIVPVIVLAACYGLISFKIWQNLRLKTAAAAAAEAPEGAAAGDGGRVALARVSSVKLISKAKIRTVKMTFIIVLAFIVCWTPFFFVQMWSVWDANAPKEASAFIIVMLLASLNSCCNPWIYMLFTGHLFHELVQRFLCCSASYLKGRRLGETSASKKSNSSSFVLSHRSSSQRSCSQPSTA
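Material: CHO-OTR cells, human receptor; compound dosing: single dose, 3.0 µM nominal final compound concentration; schedule: 6 min compound pre-incubation at room temperature, 100 s kinetic read; measured by: kinetic Fluo-8 calcium fluorescence; read-out basis: % activation vs EC15 and EC100 oxytocin; controls: EC15 oxytocin alone as 0%, 75 nM oxytocin as 100%; replicates: singlicate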
Active calls of the source: *; · = not tested or not shown; & = joins results of further samples; ! = a repeat was not active. These rows are one share of the data (hit frequency here may not be typical).

molecule	TAAR1 antagonist	CHO-K1 Ca ag	TAAR1 ag	M1 PAM parental	V1R ag counter	CHO parental Ca	CHO-K1 Ca antag	M1 ag	OXTR potentiator
Cc1cccc(C)c1N1CCN(c2c(C)cccc2C)CC1	0	0.2	4	2	·	·	-6	-1	·
O=C(Cn1nc(Cc2cccnc2)c2ccccc2c1=O)N1CCC2(CC1)OCCO2	4	0.4	14	17	-0.3	-2	-6	-5	-1
COCCOC(=O)c1c(N)n(Cc2ccco2)c2nc3ccccc3nc12	-10	3.0	9	16	5.9	4	-12	0	-4
COc1ccc(Cn2c(N)c(C(=O)NCc3ccco3)c3nc4ccccc4nc32)cc1OC	14	1.1	7	29	0.3	-14	-12	-1	-10
CCc1ccc(N2C(=O)NC(=O)C(CCc3ccncc3)(CCc3ccncc3)C2=O)cc1	-7	-0.2	2	-6	-0.1	-18	3	-4	-4
COc1ccc(OC)c(N2C(=O)NC(=O)C(CCc3ccncc3)(CCc3ccncc3)C2=O)c1	-11	1.2	6	24	0.5	0	-15	-6	-2
Cc1nn(-c2ccccc2)c2c1CC1(C(=O)N(C)C(=O)N(C)C1=O)C1CCCCN21 (stereo not drawn)	8	0.5	15	20	0.6	-40	-18	-3	-3
CCC(C)n1c(O)c(/C=N/Nc2nc3c(c(=O)n(C)c(=O)n3C)n2C)c(=O)[nH]c1=S (stereo not drawn)	-20	0.1	0	9	1.8	-22	0	-3	-3
CC1CCCN(CC(=O)c2ccc(Cl)c(Cl)c2)C1 (stereo not drawn)	6	0.0	42*	10	-0.5	-6	-12	-6	-6
C/C(=N\Nc1ccccc1)c1c(O)n(Cc2ccccc2)c(=O)[nH]c1=O	3	0.7	3	10	0.1	-21	-5	-2	-5
Cc1ccccc1NC(=S)NC(NC(=O)CF)C(Cl)(Cl)Cl (stereo not drawn)	2	1.3	8	12	0.8	2	-12	-6	-11
CN1CC(C(=O)c2ccc([N+](=O)[O-])cc2)C(c2ccc(Cl)cc2)C1 (stereo not drawn)	-9	2.6	8	-6	2.9	-11	-2	-8	-12
O=C1Nc2ccccc2Oc2ccccc21	-13	5.5	-1	8	·	·	5	-7	·
Cc1c2cnn(CC(=O)N3CCC4(CC3)OCCO4)c(=O)c2c(C)n1Cc1cccc(Cl)c1	0	0.3	0	-22	0.9	-14	9	1	-7
CN(C)Cc1ccccc1OC(=O)N(C)C	-9	0.2	5	11	0.7	-9	-5	-3	-10
COC(=O)C1=C(c2cc3ccccc3o2)C[C@@H]2CC[C@H]1N2C(=O)NCc1cccc2ccccc12	6	0.3	7	2	0.0	-14	-9	-6	-19
C#CC1(O)CCC2C3CCC4=C/C(=N/OCC(=O)NCC(=O)NC(C(=O)O)C(C)C)CC[C@]4(C)C3CC[C@@]21C (stereo partly drawn)	12	-0.2	8	-10	·	·	9	1	·
Nc1ccccc1C(=O)OC1CSC1	-12	-0.4	9	-8	0.0	-3	-11	-2	0
CC(C)CNC(=O)c1c(N)n(Cc2ccco2)c2nc3ccccc3nc12	-11	0.8	4	6	0.6	-15	-8	0	-10
CC(=NCC1CCCO1)c1c(O)n(-c2ccccc2C)c(=O)[nH]c1=O (stereo not drawn)	-5	0.7	2	9	1.2	5	0	-4	2
CCc1ccc(CN2CCCC(C(=O)c3sccc3C)C2)o1 (stereo not drawn)	18	1.0	1	21	-0.9	-44	-18	-6	-7
COc1ccc(-n2c(O)c(C(C)=NCCN3CCNCC3)c(=O)[nH]c2=O)cc1	-2	-0.1	8	-5	-0.1	12	6	-7	5
O=C([O-])c1ccc(-[n+]2c(-c3ccccc3)cc(-c3ccccc3)cc2-c2ccccc2)cc1	-6	0.0	0	14	0.6	4	-7	-15	-7
COc1cc(CN2CC3CC(C2)c2cccc(=O)n2C3)cc(OC)c1OC (stereo not drawn)	-5	1.3	0	11	0.2	-5	-15	0	-2
C=CCN1C(=O)/C(=C/c2ccc(N3CCOCC3)o2)C(=O)NC1=S	13	4.5	8	19	8.7	-4	-20	0	-10
NNC(=O)CN1C(=O)CN=C(c2ccccc2)c2cc(Br)ccc21	-32	0.3	3	21	0.0	-18	-8	-4	-11
[O-]c1ccccc1-[n+]1c(-c2ccccc2)cc(-c2ccccc2)cc1-c1ccccc1	29	0.3	3	23	-0.6	48*	-23	-13	-1
O=c1c2ccccc2nc(-c2ccco2)n1-c1ccncc1	9	2.2	3	8	1.1	-4	-3	4	-11
O=C(C1CCCO1)N1CCC2(CC1)OCCO2 (stereo not drawn)	-7	0.4	24	10	0.3	1	-11	-1	-5
CC(=O)N1N=C(c2cccnc2)CC1c1ccccc1O (stereo not drawn)	25	0.3	3	12	0.3	9	-7	-15	-5
O=C(Cc1ccccc1)N1CCN(Cc2ccc([N+](=O)[O-])cc2)CC1	-5	-0.2	10	-13	0.7	1	15	-5	-10
CC(=Nc1ccc(F)cc1)c1c(O)n(C)c(=O)[nH]c1=O	14	0.1	1	-16	1.0	-1	8	-3	-8
COC(=O)C1=C(c2ccc3ccccc3c2)C[C@@H]2CC[C@H]1N2C(=O)N1CCC(C)CC1	·	-0.5	·	8	-1.4	-26	-16	-7	-6
CN1Cc2c(c(C#N)c(N)n(C)c2=S)CC1(C)C	·	4.1	·	19	0.7	1	-19	-2	-2
COc1ccc(-c2nc3ccccc3c(=O)n2-c2cccnc2)cc1	13	1.3	13	14	0.3	-22	4	-5	-11
CC1=C(C)CC2(CC1)C(=O)NC(=O)NC2=O	-5	1.5	0	17	·	·	-12	-3	·
COC(=O)C1=C(c2ccc(OC(F)(F)F)cc2)C[C@@H]2CC[C@H]1N2C(=O)NCc1ccc(F)cc1	6	0.0	2	6	0.5	-23	-7	-8	1
OC(c1ccccc1)(c1ccccc1)C1CCNCC1	-6	-0.1	1	22	0.9	-8	-6	-8	-2
C=CCn1c(O)c(/C(C)=N/N2CCCCC2)c(=O)[nH]c1=O	-14	1.3	3	13	1.1	-1	-1	3	1
COc1cc(O)c(C(=O)O)c(-c2cc(O)c(O)cc2C)c1	-5	0.6	1	-14	0.8	-10	15	-1	0
O=C(COc1ccccc1)c1cn(Cc2ccccc2)c2ccccc12	21	0.6	6	27	5.8	-4	-8	0	-8
COC(=O)C1=C(c2cccc(OCc3ccccc3)c2)C[C@@H]2CC[C@H]1N2C(=O)NCc1ccc(Br)cc1	-1	1.0	3	21	2.4	-23	-28	-6	-3
NP(=O)(Oc1ccccc1Cl)Oc1ccccc1Cl	1	-0.3	14	9	-0.4	-1	-8	-3	-2
CC(c1ccc(F)cc1)n1cc(C(=O)NCc2ccc3c(c2)OCO3)nn1 (stereo not drawn)	-1	3.9	26	20	12	-10	-15	10	-12
CCN(CC)S(=O)(=O)c1ccc(N=Cc2c(O)n(-c3ccccc3)c(=O)[nH]c2=O)cc1	-16	0.1	-1	1	-0.9	-5	1	-3	-13
CCN1C(=O)C(=Cc2c(C)n(CC(=O)NCC3CCCO3)c3ccccc23)C(=O)N(CC)C1=S (stereo not drawn)	-18	1.1	2	7	0.9	-13	-6	-2	-6
Cn1nc(-c2ccc(OCC(=O)N3CCN(Cc4ccccc4)CC3)cc2)c2ccccc2c1=O	32	7.6	14	4	11&9.6	36*!	9	0	-11&-11
COc1cc2c(cc1OC)[C@@]13CCN4CC5=CCO[C@H]6CC(=O)N2[C@H]1[C@H]6[C@H]5C[C@H]43	-20	1.2	1	11	-0.3	-16	1	2	-6
Cc1ccc(C(=O)C2CN(C)CC2C(=O)c2ccc(C)cc2)cc1 (stereo not drawn)	-10	0.1	2	-1	-0.6	-10	3	-2	-5
CSc1ccccc1C(=O)C1CCCN(Cc2cccc(C)n2)C1 (stereo not drawn)	7	0.8	4	15	0.7	-22	-3	-10	2
COc1ccccc1CNCCc1ccc(F)cc1	-9	2.0	41*	14	1.4	-19	-10	-9	-6
O=C(c1ccc2nc(-c3ccco3)c(-c3ccco3)nc2c1)N1CCC2(CC1)OCCO2	·	0.8	·	14	-0.6	-9	-5	-1	-1
CN(C(=O)COC(=O)c1cn(C)c2ccccc12)C1CCCCC1	9	0.1	16	0	0.6	-12	-2	-4	-8
Cc1nc2nc(SCC(=O)N3CCC4(CC3)OCCO4)nn2c(C)c1Cc1ccccc1	-2	1.0	15	5	1.6	-12	-4	-5	-3
Cc1cc(O)c2c(c1)OC(C)(C)C1=C2CC(C)CC1 (stereo not drawn)	4	0.5	-3	15	-0.5	-19	-20	-7	-10
O=C(c1cc2c(s1)-c1ccccc1OC2)N1CCC2(CC1)OCCO2	13	4.8	9	15	2.4	-14	-2	-5	-6
COc1cc(OC)c(OC)cc1CNCCc1ccc(OC)c(OC)c1	-34	-0.1	4	11	0.2	-7	-4	-7	1
C(#CCN1CCCCC1)CN1CCCCC1	·	0.5	·	0	·	·	7	-11	·
Clc1ccc2c(c1)C(c1ccccc1Cl)=NCc1nnc(N3CCN(CCSc4ccccc4)CC3)n1-2	21	-0.3	24	17	3.1	-40	-9	1	-11
C[C@H]1CC[C@@H]2N(C1)C[C@H]1[C@@H]3C[C@H]4[C@@H](CC(=O)[C@H]5C[C@@H](O)CC[C@@]54C)[C@@H]3CC[C@H]1[C@]2(C)O	-4	0.1	6	-5	1.2	8	-6	-10	-5

The list continues:
molecule	TAAR1 antagonist	CHO-K1 Ca ag	TAAR1 ag	M1 PAM parental	V1R ag counter	CHO parental Ca	CHO-K1 Ca antag	M1 ag	OXTR potentiator
COc1ccc(S(=O)(=O)N2CCOCC2)cc1NC(=O)COC(=O)Cc1ccccc1	16	0.9	4	-24	1.2	-1	12	6	-3
O=C(NC(=S)N1C[C@H]2C[C@H](C1)c1cccc(=O)n1C2)c1ccc(Cl)cc1Cl	-22	0.0	0	2	-0.3	-12	1	0	-5
OCCNCCc1c[nH]c2ccc(OCc3ccccc3)cc12	10	0.3	10	-8	0.3	-1	-1	-2	-8
CN1C(=O)C(=Cc2ccc(Sc3ccccc3)o2)C(=O)N(C)C1=O	-9	0.9	7	18	7.9	-4	-15	-4	-3
